# Compound activity from PubChem.
# LYP phosphatase: PTPN22 lymphoid phosphatase activity blockers – biochemical, fluorescence intensity, uHTS (AID 1779); recombinant LYP phosphatase, fluorescence intensity; higher % means a stronger effect; inhibition, % at 11.5 µM, or IC50 in µM where a hit was titrated; actives 0.054% (n = 290,000);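 also: plate controls were vehicle with enzyme for no effect and no enzyme for full effect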
# NOD2 inhibition: NOD2 signaling inhibitors, cell-based, luminescence, uHTS, HEK293 (AID 1566) | HEK293 NOD2/NF-kB luciferase reporter, luminescence; higher % means a stronger effect | one-dose inhibition, % at 4 µM; EC50 in µM for titrated hits | actives 0.63% (n = 290,000); also: many of its hits are not listed in these tables
# KOR beta-arrestin-1: KOR antagonists, beta-arrestin recruitment, cell-based, luminescence, uHTS (AID 1778); KOR beta-arrestin recruitment, luminescence, antagonist mode; higher % means a stronger effect; one-dose inhibition, % at 10 µM; IC50 in µM for titrated hits; actives 0.091% (n = 290,000); also: strong numbers were not always called active
# PhoP inhibition: PhoP-dependent GFP reporter repression – Salmonella Typhimurium, primary screen (AID 1863); S. Typhimurium PhoP-regulated promoter GFP reporter, 4 h; higher % means a stronger effect; inhibition, % at 50 µM, or IC50 in µM where a hit was titrated; actives 0.16% (n = 300,000);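 active = inhibition over 29.93%, a cutoff 3 SD above the screen mean, later confirmed by dose response; inconclusive = inhibition over 29.93% but no dose response follow-up; inactive = inhibition at most 29.93% or unconfirmed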;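 also: 0% = low Mg2+ inducing control and 100% = high Mg2+ repressing control; strong numbers were not always called active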
# Siah-1 displacement: blockers of Siah-1 interaction with plectin peptide – biochemical, fluorescence polarization, rhodamine-plectin, uHTS, primary screen (AID 1817) | Siah-1 / rhodamine-plectin peptide fluorescence polarization; higher % means a stronger effect | one-dose displacement, % at 20 µM; IC50 in µM for titrated hits | actives 0.02% (n = 290,000);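 active = displacement of at least 50% at 20 µM, with a fluorescence ratio check between 0.3 and a set limit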;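 also: plate controls were Siah plus tracer with DMSO for no effect and tracer alone without Siah for full effect; strong numbers were not always called active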
# KOR beta-arrestin-2: KOR agonists, beta-arrestin recruitment, primary screen, cell-based, luminescence, uHTS (AID 1777); KOR beta-arrestin recruitment, luminescence; higher % means a stronger effect; activation, % at 10 µM, or EC50 in µM where a hit was titrated; actives 0.02% (n = 280,000); in the data active = activation above about 50%, passing the limit was not always enough; also: a part of the inactive calls stands beside numbers as strong as those of hits
# NOD1 inhibition: NOD1 signaling inhibitors, primary screen, cell-based, luminescence, uHTS (AID 1578) | inhibition, % at 4 µM, or EC50 in µM where a hit was titrated | actives 1% (n = 290,000) | NOD1-driven NF-kB luciferase reporter cells, luminescence; higher % means a stronger effect; in the data active = inhibition mostly above about 36%, no sharp cut-off; inactive = mostly below about 34%;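 also: HEK-293T reporter cells stimulated with the NOD1 agonist gamma-tri-DAP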
# Myeloid diff MLP: promotes myeloid progenitor differentiation | actives 1% (n = 360,000) | calls only at 10 µM | ER-HoxA9 myeloid progenitors, lysozyme-GFP differentiation, flow cytometry;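 active = normalized GFP-positive differentiation at or above the plate's own cutoff, the solvent-only control mean plus 3 SD; inconclusive = no clear call, values can overlap the other calls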;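 also: cells exposed to compound for four days before flow analysis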
# HIV fusion peptide: inhibitors of HIV fusion peptide binding, primary screen, biochemical, uHTS, fluorescence dequenching (AID 1986). actives 0.3% (n = 290,000). inhibition, % at 20 µM, or IC50 in µM where a hit was titrated. cell-free peptide binding, fluorescence dequenching, 30 min; higher % means a stronger effect; in the data active = inhibition mostly above about 52%, no sharp cut-off; inactive = mostly below about 76%; also: some results filed as inactive read as strong as hits
# Myeloid diff MLP GFP+ MAC1+ %: second read-out of Myeloid diff MLP, no call of its own (marks repeat the call); GFP+ MAC1+ double positive, %; measured here: differentiation confirmed by MAC1 staining
# * = called active by the depositor; i = inactive; ? = inconclusive; . = not tested or not shown; [ ] = dose if it differs, or a comment. Rule as the data show it, unless noted: active = inhibition above about 50%; inactive = the rest. Not all compounds are listed; rates above refer to the full screens.
# Under each structure – HIV fusion peptide | Myeloid diff MLP | NOD1 inhibition | Siah-1 displacement | NOD2 inhibition | LYP phosphatase | PhoP inhibition | KOR beta-arrestin-2 | KOR beta-arrestin-1 | Myeloid diff MLP GFP+ MAC1+ %
O=C(Oc1ccccc1)N1CCN(c2ccc(F)cc2)CC1
 : -1.3% | i | -2% | -2% | -13% | -9% | -13% | 1.4% | -34% | 1.0
CCCCN1CC2([N+](=O)[O-])C=CC(=O)C([N+](=O)[O-])(C1)C2CC(=O)c1ccccc1 (stereo not drawn)
 : 6.5% | i | 48% | 4% | 4% | -6% | 18% | -6.5% | 5% | 1.7
CCCCC(CC(O)COCCC)c1n[nH]c(=S)n1-c1ccccc1 (stereo not drawn)
 : 1.3% | i | -18% | 10% | -11% | -6% | 7% | . | -39%[20 µM] | 0.3
CC(C)NS(=O)(=O)c1ccc(OCC(=O)Nc2ccc3c(c2)OCCO3)cc1
 : 2.7% | i | -22% | -3% | 3% | -9% | -1% | -1.0% | 12% | 0.5
Cc1cccc(C)c1OCc1cc(C(=O)NC2CCC2)no1
 : 0.0% | i | -19% | -3% | -8% | -15% | -2% | 1.7% | -25% | 2.1
CCCCN(CCCNC(=O)CN1C(=O)COc2ccc(S(=O)(=O)N3CCC(C)CC3)cc21)Cc1ccccc1
 : -0.7% | i | -19% | 3% | 18% | -8% | -2% | -4.2% | -10% | 3.4
Cc1ccc(NS(=O)(=O)c2c(C)nc3sccn3c2=O)cc1C
 : 1.5% | i | -26% | 10% | 13% | -7% | . | -3.3% | 13%[20 µM] | 2.1
CC(C)NS(=O)(=O)c1ccc(CCC(=O)O)cc1
 : -0.8% | i | -20% | 8% | 9% | -7% | -41% | -3.4% | 47% | 1.1
CN(Cc1ccncn1)C(=O)CC1C(=O)NCCN1Cc1cccc(Oc2ccccc2)c1 (stereo not drawn)
 : 3.3% | i | -44% | 3% | -4% | -8% | -2% | -3.7% | -17% | 0.2
CCc1cc(=O)oc2cc(C)cc(OC(C)C(=O)NC3CCN(Cc4ccccc4)CC3)c12 (stereo not drawn)
 : 0.9% | i | -30% | 10% | 3% | -15% | 0% | -5.1% | -4% | 1.7
Cc1cccc(-c2c3c(=O)n(C)c(=O)n(C)c3cn2CCO)c1
 : -0.6% | i | 4% | -2% | 1% | -2% | 3% | -13% | -11% | 1.1
CCn1cc(Cl)c(C(=O)N2N=C3/C(=C/c4cccs4)CCCC3C2c2cccs2)n1 (stereo not drawn)
 : 1.8% | i | 30% | 15% | 32% | -3% | 3% | 20% | 18% | 1.7
Cc1[nH]c(=O)[nH]c(=O)c1S(=O)(=O)N1CCCC(C(=O)N2CCN(c3ccccc3Cl)CC2)C1 (stereo not drawn)
 : -3.3% | i | -28% | 0% | -4% | -12% | 3% | 3.3% | -27% | 0.9
OCC1(CCc2ccccc2)CCN(Cc2ccccc2Cl)CC1
 : 0.4% | i | 12% | -3% | 10% | -11% | -6% | 6.4% | -28% | 0.9
COC(=O)c1cc(-c2ccc(Br)cc2)n[nH]1
 : 1.1% | i | -37% | -2% | -1% | -6% | -5% | -7.2% | 28% | 0.6
C#CCSc1[nH]c(=O)cc(C)c1C#N
 : -2.3% | i | 16% | -2% | -5% | -6% | -12% | . | -34%[20 µM] | 0.3
Cc1cccc(NC(=O)NNS(=O)(=O)c2ccc(F)cc2)c1
 : -1.6% | i | 4% | 13% | 9% | -12% | -2% | 1.8% | 3% | 0.3
Cc1cc2c(C)nc(Cc3ccccc3)nc2o1
 : -3.2% | i | 26% | 13% | -4% | -6% | 5% | -2.9% | -28% | 0.7
C=CCNC(=S)NNC(=O)c1csc(C)c1CC
 : 1.0% | i | -3% | -2% | -12% | -9% | -1% | -1.0% | -9% | 1.0
CSc1ccccc1NC(=O)CN(C)CC(=O)Nc1cc(C)ccc1C
 : -0.7% | i | -9% | -5% | 1% | 2% | 7% | 1.5% | -17% | 1.0
O=C(CSc1nnc(-c2cc3ccccc3cc2O)n1Cc1ccco1)c1ccc(F)cc1
 : 9.3% | i | 42% | -2% | 2% | -1% | 18% | -3.6% | 29% | 1.8
CC(C)CNC(=O)COc1cccc(C(=O)NCc2ccccc2)c1
 : -1.2% | i | -21% | 2% | 12% | -2% | -1% | 0.5% | -54% | 0.7
O=C(c1cc(F)ccc1F)C1CCCN(C(=O)CSc2ccccn2)C1 (stereo not drawn)
 : 2.5% | i | 4% | 6% | 8% | -8% | 5% | -1.6% | -3% | 0.1
COC(=O)c1ccccc1S(=O)(=O)N1CCC(C(=O)OCC(=O)NCC(F)(F)F)CC1
 : -1.4% | i | -22% | 1% | -1% | -5% | 2% | -1.7% | 11% | 0.4
O=C(CCc1nnc2ccc(NCc3ccco3)nn12)N1CCN(c2ccccc2F)CC1
 : 2.4% | ? | -37% | 3% | 11% | 0% | -13% | 3.9% | -34% | .
CCOC(=O)N1CCN(CC(=O)n2c(C)c(C)c3ccccc32)CC1
 : 0.9% | i | -24% | -1% | 14% | -5% | 13% | 1.1% | 16% | 0.2
COc1cc(/C=N/N=C(\N)c2nonc2N)cc(OC)c1O
 : -1.9% | i | -8% | -5% | -17% | 2% | -1% | -2.7% | -29% | 0.6
COCCNC(=O)C(c1ccc(O)cc1)N(C(=O)CCC(=O)Nc1nccs1)c1cccc(C)c1 (stereo not drawn)
 : -1.1% | i | -25% | 2% | 13% | -7% | 6% | -3.1% | -7% | 0.5
COc1ccc(Nc2ccccc2)c(C)c1
 : -3.9% | i | -22% | 0% | 1% | -3% | 12% | 0.6% | 19% | 1.0
CCCc1cc(=O)[nH]c(SCC(=O)c2ccc3c(c2)OCCO3)n1
 : 2.1% | i | -21% | 1% | 5% | 3% | -4% | -0.9% | 30% | 0.8
NS(=O)(=O)c1ccc(-n2cccc2C=O)cc1
 : -0.8% | i | -33% | 9% | 4% | -2% | 2% | 1.7% | -12% | 0.1
CC(C)(C)c1cc(CN2CCN(CCC#N)CC2)cc(C(C)(C)C)c1O
 : -0.9% | i | 40% | -3% | 11% | -5% | 6% | -9.8% | -44% | 0.7
CCC1CCCCN1CCCNC(=O)c1ccc2c(c1)NC(=O)CS2 (stereo not drawn)
 : 3.1% | i | -12% | -1% | -1% | -8% | -6% | 1.4% | -30% | 6.1
Cc1nc2sc(C(c3ccco3)N3CCN(c4ccccc4F)CC3)c(O)n2n1 (stereo not drawn)
 : 1.9% | i | -17% | -2% | -2% | -2% | -3% | 1.6% | -1% | 5.9
N#C/C(=N\Nc1ccc(Cl)c(Cl)c1)C(=O)C1CC1
 : 28% | i | 22% | -3% | -36% | -3% | -7% | . | -62% | 0.3
CC(=O)C1=C(C)NC(SCC(=O)c2ccc(Cl)cc2)=C(C#N)C1CC(C)C (stereo not drawn)
 : 3.4% | . | -16% | 2% | 8% | -1% | -11% | -2.9% | -28% | .
Cc1cc(C)cc(NC(=O)Nc2cnccn2)c1
 : 0.0% | i | -38% | 1% | 2% | -6% | -1% | 9.7% | -42% | 1.0
CCc1ccc2[nH]c(=O)c(CN(CCN(C)C)C(=S)NCc3ccco3)cc2c1
 : 4.6% | i | -42% | -8% | 10% | -5% | -6% | 3.4% | -32% | 0.3
O=C(NCCCc1ccccc1)c1ccccc1
 : 1.2% | i | -10% | 8% | 5% | -6% | -2% | -4.4% | 12% | 0.8
CC12CCC3C(CCC4N(CCO)CCC34C)C1CCC2O (stereo not drawn)
 : -1.0% | i | 0% | 5% | 3% | -7% | -4% | 0.4% | -25% | 0.1
Cc1ccc(CSCCNC(=O)c2cccc([N+](=O)[O-])c2)cc1
 : -0.4% | i | 38% | -4% | 8% | -5% | 1% | 3.1% | -18% | 0.4
Cc1[nH]n(-c2ccccc2)c(=O)c1N=Nc1ccccc1C(=O)N1CCOCC1
 : -1.1% | i | -35% | -1% | 11% | 7% | -6% | -1.7% | 19% | 0.4
CC(O)c1nc2ccccc2n1CCCc1ccccc1 (stereo not drawn)
 : -2.7% | i | 23% | -3% | -21% | -11% | 1% | 0.0% | -19% | 0.7
N#Cc1c(N)nc2c(c1N)CC(C(F)(F)F)O2 (stereo not drawn)
 : -1.6% | i | -7% | 1% | 3% | -3% | 13% | -3.5% | -16% | 0.3
COc1ccccc1NC1=Nc2cccc3cccc1c23
 : 2.3% | i | -1% | 9% | 4% | -4% | -6% | -1.3% | -7% | 0.3

# The final three entries of the part before are carried over, then new ones follow.
# Under each structure – HIV fusion peptide | Myeloid diff MLP | NOD1 inhibition | Siah-1 displacement | NOD2 inhibition | LYP phosphatase | PhoP inhibition | KOR beta-arrestin-2 | KOR beta-arrestin-1 | Myeloid diff MLP GFP+ MAC1+ %
CC(O)c1nc2ccccc2n1CCCc1ccccc1 (stereo not drawn)
 : -2.7% | i | 23% | -3% | -21% | -11% | 1% | 0.0% | -19% | 0.7
N#Cc1c(N)nc2c(c1N)CC(C(F)(F)F)O2 (stereo not drawn)
 : -1.6% | i | -7% | 1% | 3% | -3% | 13% | -3.5% | -16% | 0.3
COc1ccccc1NC1=Nc2cccc3cccc1c23
 : 2.3% | i | -1% | 9% | 4% | -4% | -6% | -1.3% | -7% | 0.3
O=C(COC(=O)CNC(=O)c1cccc([N+](=O)[O-])c1)Nc1ccccc1OC(F)F
 : -1.1% | i | 26% | -4% | 13% | -7% | 24% | 3.9% | -6% | 0.5
O=C(Nc1ccc(Cl)c(Cl)c1)C1C2C=CC3(O2)C1C(=O)N(CCN1CCCCC1)C3C(=O)NC1CCCCC1 (stereo not drawn)
 : -0.2% | i | -25% | 3% | 15% | -10% | -3% | -4.6% | -5% | 1.1
Cc1ccc(C(=O)Nc2ccccc2C(=O)NCC2CCCO2)cc1 (stereo not drawn)
 : 0.1% | i | 7% | -1% | -2% | -2% | -7% | 8.9% | -15% | 2.0
COCCCn1c(SCC(=O)Nc2ccc(NC(C)=O)cc2)nc2sc3c(c2c1=O)CCC3
 : -1.3% | i | -19% | -4% | 12% | 0% | 1% | -4.1% | 11% | 0.5
O=C(O)c1cn[nH]c1-c1cccc([N+](=O)[O-])c1
 : 13% | i | -29% | 4% | 8% | -7% | 1% | 0.6% | 13% | 0.7
COc1ccc2c(c1OC)C(=O)OC2CC(=O)O (stereo not drawn)
 : -0.7% | i | 8% | 3% | 11% | -5% | 0% | 0.5% | -19% | 0.0
COc1ccc2[nH]c(=O)c(CN(C(=O)c3cccnc3)c3ccc(C)c(C)c3)cc2c1
 : -1.2% | i | -1% | 2% | 33% | -8% | -10% | 3.5% | 12% | 0.5
COc1cccc(-c2nc(CS(=O)(=O)CC(=O)NC3CCCc4ccccc43)c(C)o2)c1 (stereo not drawn)
 : -2.6% | i | 24% | -2% | 1% | -3% | -8% | 3.0% | -18% | 4.4
CCSc1cnc(-c2ccccc2)n1CC
 : 5.3% | i | . | 3% | -5% | -2% | 21% | 1.5% | 18% | 6.5
COc1ccc(-c2csc(C)n2)cc1OC
 : 0.0% | i | -4% | 2% | 9% | -4% | 10% | 5.3% | -14% | 0.9
CCN1CCN(C(CC(C)C)c2nnnn2CS(=O)(=O)c2ccc(C)cc2)CC1 (stereo not drawn)
 : 0.8% | i | -22% | 1% | -9% | -6% | . | . | 1%[20 µM] | 0.0
